Screening results from PubChem BioAssay.
M. tuberculosis HTS: M. tuberculosis growth inhibition, HTS (AID 449762) | M. tuberculosis H37Rv growth inhibition, 7H9 media; higher % means a stronger effect | hit rate 0.59% among 330,000 | one-dose inhibition, % at 25 µM; IC50 in µM for titrated hits; in the data active = a potency from the dose series; inconclusive = inhibition above about 70% without an active follow-up result;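 note: bacterial growth assessed after seven days of incubation; strong numbers were not always called active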
Salmonella PhoP GFP: PhoP regulon inhibitors, Salmonella typhi PhoP promoter GFP reporter, confirmatory (AID 1850). Salmonella Typhi PhoP-promoter GFP reporter, fluorescence, 4 h; higher % means a stronger effect. inhibition, % at 50 µM; hits with a dose series show IC50 in µM. hit rate 0.33% among 310,000; in the data active = a potency from the dose series; inconclusive = inhibition mostly from about 25% at the one dose, without a potency; inactive = the rest, 99 in 100 with inhibition below about 19%;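 note: 0% = induced wells with vehicle and 100% = uninduced wells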
M. tuberculosis: growth inhibition of non-replicating M. tuberculosis (AID 488890); Mycobacterium tuberculosis non-replicating, growth inhibition; higher % means a stronger effect; inhibition, % at 25 µM; hits with a dose series show IC50 in µM; hit rate 0.39% among 320,000; in the data active = a potency from the dose series; inconclusive = inhibition mostly from about 82% at the one dose, without a potency; inactive = the rest, 99 in 100 with inhibition below about 76%;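 note: plate controls were DMSO cells for no effect and high antibiotic wells for full effect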
influenza NS1A: NS1A inhibition, H1N1 influenza, cell based functional assay (AID 504329) | NS1A functional cell-based assay, percent inhibition; higher % means a stronger effect | hit rate 0.3% among 340,000 | one-dose inhibition, % at 12.5 µM; IC50 in µM for titrated hits; in the data active = a potency from the dose series; inconclusive = inhibition above about 27% without an active follow-up result; note: strong numbers were not always called active
VEEV TC-83 Vero: inhibitors of VEEV TC-83 cytopathic effect, confirmation, Vero cells (AID 588727) | one-dose inhibition, % at 20 µM; IC50 in µM for titrated hits | Vero cells, VEEV TC-83 cytopathic effect inhibition; higher % means a stronger effect | hit rate 0.13% among 350,000; in the data active = a potency from the dose series; inconclusive = inhibition mostly from about 14% at the one dose, without a potency; inactive = the rest, 99 in 100 with inhibition below about 12%; note: strong numbers were not always called active
VEEV TC-83 Vero 10K pilot screen: recorded beside VEEV TC-83 Vero, whose call it bears; inhibition, %; measured here: 10K pilot screen inhibition
The depositor's hits bear a star; i = inactive; ? = inconclusive; . = no result given.

SMILES	M. tuberculosis HTS	Salmonella PhoP GFP	M. tuberculosis	influenza NS1A	VEEV TC-83 Vero	others
Cc1ccc(NC(=O)c2ccc(OC(=O)COc3cccc(Cl)c3)cc2)cc1	-4.2%	11.0%	79.2%	-8.2%	1.5%
COc1c(O)c(O)c2oc(-c3ccccc3)cc(=O)c2c1OC	-6.6%	9.7%	-9.1%	-16.9%	i
CCN1CCN(c2ccc(S(=O)(=O)N3CCCCC3)cc2NC(=O)c2cccc(F)c2)CC1	-5.4%	2.0%	-2.4%	0.2%	1.3%
CN(c1ccccc1)S(=O)(=O)c1ccc(C(=O)N2CCc3ccccc3C2)cc1	-3.8%	-3.0%	13.4%	-6.2%	1.1%
COc1ccc(-n2c(O)c(C(C)=NCc3ccc4c(c3)OCO4)c(=O)[nH]c2=O)cc1	-7.7%	-0.5%	-8.5%	-3.1%	0.5%
O=C1CC(c2ccccc2)=C(c2ccccc2)C1c1ccccc1 (stereo not drawn)	.	.	.	-13.7%	0.2%
O=[N+]([O-])c1cc(C=Nc2ccc3ccccc3c2)ccc1Br	33.5µM*	3.2%	67.8%	-12.7%	0.8%
O=C(COc1coc(CN2CCN(c3ccc(F)cc3)CC2)cc1=O)NCC1CCCO1 (stereo not drawn)	-4.4%	5.7%	-12.3%	-3.1%	3.8%
O=[N+]([O-])c1ccc2c(c1)C(N1CCOCC1)/C(=C/COc1ccc3ccccc3c1Br)O2 (stereo not drawn)	14.1%	-24.8%	21.1%	6.8%	4.4%
Cc1ccccc1-c1nc(CS(=O)(=O)CC(=O)NCCCN2C(C)CCCC2C)c(C)o1 (stereo not drawn)	-4.4%	8.6%	10.8%	8.7%	0.3%	VEEV TC-83 Vero 10K pilot screen=0.1
Cc1ccc(C(=O)CNc2ccc(Cl)cc2)cc1	-2.5%	-1.0%	.	3.6%	0.2%
O=C(/C=C/c1ccc(Cl)cc1)NC1CCS(=O)(=O)C1 (stereo not drawn)	-1.7%	-3.6%	-0.5%	-2.8%	1.7%
Cc1ccc(OCC(=O)NNC(=O)c2ccc(NC(=O)C3CC3)cc2)c(C)c1	-4.0%	-8.1%	15.8%	-14.0%	0.8%
Nc1c(NCCN2CCOCC2)c2ccccc2oc1=O	-2.4%	10.5%	-15.3%	-5.7%	i	VEEV TC-83 Vero 10K pilot screen=0.5
COc1ccccc1/C=C1\SC(=S)N(CCC(=O)NNC(=O)c2ccccc2OC)C1=O	3.8%	-12.7%	-0.5%	4.8%	2.7%
O=C(NCc1ccccc1)c1ccc(Cl)cc1	-7.6%	16.8%	76.1%	.	.
CCOC(=O)c1ccc(NC(=S)Nc2cccc(C)n2)cc1	44.4%	-2.5%	46.6%	-5.2%	1.6%	VEEV TC-83 Vero 10K pilot screen=1.4
COc1cccc(N=C(N)N=C(N)N)c1	1.0%	-9.7%	-11.2%	-9.0%	i
c1ccc(-c2noc(CCC3CCCC3)n2)cc1	-0.6%	2.3%	73.2%	0.8%	0.1%
O=C(NCc1cccnc1)c1cccc(S(=O)(=O)N2CCCCC2)c1	4.6%	-4.5%	0.6%	-6.8%	1.3%
COc1cccc(NC(=O)c2ccc(CN3CCc4ccccc4C3)cc2)c1	4.5%	-6.3%	33.5%	5.5%	2.1%
O=CN1CCN(S(=O)(=O)c2ccc(S(=O)(=O)NC3CCCCC3)cc2)CC1	-5.1%	4.6%	-0.4%	1.9%	1.0%
Cc1nnc(NC(=O)CSCc2c(C)noc2C)s1	-7.1%	0.2%	-9.0%	-3.9%	1.4%
CC1CN=C(NCc2ccc(F)cc2)S1 (stereo not drawn)	0.2%	-0.6%	20.6%	-1.3%	i
O=C(NN1C(=O)/C(=C\c2cccnc2)SC1=S)C(c1ccccc1)c1ccccc1	2.0%	-6.9%	-0.2%	-9.7%	0.6%
Cc1cc(C(=O)NNc2ccccc2F)no1	?	-9.6%	44.7%	-0.8%	2.0%
CS(=O)(=O)Nc1cccc(C(=O)CC2(O)C(=O)Nc3ccccc32)c1 (stereo not drawn)	-5.1%	0.1%	-4.8%	-8.1%	2.2%
COC(=O)[C@@]12CCCCN1[C@H](c1ccc(-c3ccc(Cl)c(Cl)c3)c(OC)c1)[C@@H]1C(=O)N(C)C(=O)[C@@H]12	.	.	.	-2.3%	2.7%
O=C(COC(=O)C1CCN(S(=O)(=O)c2ccccc2)CC1)NCCc1ccccc1	-10.0%	.	-0.7%	-7.6%	i
CSc1ccccc1C(=O)NC1CCCN(c2ccc(C(F)(F)F)cn2)C1 (stereo not drawn)	50.8%	1.2%	18.5%	1.3%	3.9%
Cc1ccccc1-n1c(=O)/c(=C\c2ccco2)s/c1=C(/C#N)C(=O)Nc1ccccc1	1.8%	-3.5%	-5.5%	8.1%	1.4%
CCOC(=O)c1c(NC(=O)CSC(=S)N(C)C)sc(C)c1C	11.0%	-10.3%	0.5%	-0.8%	1.4%
Cn1c(=O)oc2cc(S(=O)(=O)NCc3ccco3)ccc21	-3.8%	2.4%	-17.6%	2.7%	0.2%
CCCCOc1ccc(C(=O)NCC(=O)NCc2ccccn2)cc1	1.2%	9.6%	-1.0%	4.4%	0.1%
O=C(OCc1ccccc1)c1cccc(-c2nnn(Cc3ccccc3)n2)c1	67.7µM*	-8.9%	50.3%	6.5%	2.7%
Cc1ccc(-c2nc(N)sc2CC(=O)OCC(=O)NCCC(C)C)cc1	-1.0%	-0.4%	24.7%	1.8%	i
CNC(=O)c1cccn1-c1ccsc1C(=O)OC	-7.5%	8.2%	-9.2%	-13.1%	0.7%
CC(=O)N(C)N1c2ccccc2CCc2ccccc21	6.5%	7.3%	23.0%	-5.2%	2.5%
O=C(COC(=O)c1ccccc1NC(=O)c1ccccc1)c1ccc([N+](=O)[O-])cc1	-0.7%	-4.8%	55.2%	7.0%	10.5%
CC(=O)Nc1ccc(S(=O)(=O)N(Cc2ccccc2)c2ccccc2F)cc1	-3.3%	7.7%	10.6%	-1.9%	1.0%
c1coc(CN=C2NC(=NCc3ccco3)c3ccccc32)c1	4.6%	12.3%	3.5%	-2.9%	i
Cc1ccc(C(C)C)c(OCC(=O)Nc2ccc(Cl)cn2)c1	10.3%	-1.9%	9.8%	6.3%	0.3%
CC(C)Cc1nnc(NC(=O)c2cc(S(=O)(=O)N(C)C)ccc2N2CCCC2)s1	-1.4%	-1.0%	7.5%	0.9%	3.2%
CNC(=S)N1N=C(c2cccs2)CC1c1ccc(F)cc1 (stereo not drawn)	-5.1%	0.1%	-9.6%	-3.0%	i
Cn1nnnc1SCc1nc2scc(-c3ccc(Cl)cc3)c2c(=O)[nH]1	3.5%	-18.1%	-6.7%	12.1%	0.7%
COC(=O)c1ccc(NC(=O)CCC(=O)c2ccc(F)cc2)cc1	33.4%	-4.5%	31.9%	-5.6%	0.3%
COCCNC(=O)c1cccc(NC(=O)C2=C(C)OCCS2)c1	8.7%	-0.4%	0.4%	-30.5%	0.6%
Cc1nc(CN(C)C(=O)c2ccccc2OC2CCN(S(C)(=O)=O)CC2)cs1	-3.3%	13.9%	13.5%	-3.9%	1.5%
COC(=O)C(Cc1c[nH]c2ccccc12)NC(=O)c1ccccc1Br (stereo not drawn)	4.2%	-7.0%	11.2%	0.2%	i
CCOC(=O)N1CCC2(CC1)C(C#N)=C(N)Oc1n[nH]c(C)c12	-3.4%	-2.7%	0.8%	-4.8%	0.0%
O=C1NCCc2c1[nH]c1ccccc21	-5.5%	-5.5%	-17.0%	-4.4%	5.7%
O=S(=O)(c1ccccc1)c1nnn2c1nc(NC1CCN(Cc3ccccc3)CC1)c1cc(Cl)ccc12	15.4%	-5.1%	1.8%	-3.1%	2.0%
CCCCOc1ccccc1-c1cc(C(=O)O)[nH]n1	3.6%	-9.3%	18.3%	-3.2%	3.6%
O=C1CC2CC1C(C(=O)O)C2C(=O)O (stereo not drawn)	.	.	.	-3.0%	0.3%
Oc1ccc(-c2cccc(-c3ccc(O)cc3)n2)cc1	4.3%	-1.5%	12.1%	-33.3%	4.8%
Cc1ccc(-n2nnnc2SCC(=O)Nc2ccc3c(c2)OCCO3)cc1C	32.7%	-9.6%	-3.6%	-9.3%	1.7%
CC1CCCC(C)N1C(=O)C1CC(c2ccc(F)cc2)=NO1 (stereo not drawn)	0.7%	-5.7%	8.3%	18.4%	2.6%
C=CCOc1cccc(C2/C(=C(\O)c3ccc4c(c3)OCCO4)C(=O)C(=O)N2CCN2CCOCC2)c1 (stereo not drawn)	0.2%	10.7%	10.3%	3.4%	i
COCCn1c(-c2cccs2)nc2nc3ccccc3nc21	-8.2%	-2.6%	-6.2%	-8.8%	10.8%
COc1cccc(CN2CCNC(=O)C2CC(=O)NC2CCOCC2)c1OC (stereo not drawn)	-7.2%	-16.0%	-4.4%	-0.1%	1.0%

14 structures out of the list, sorted by length of the SMILES, high to low:
SMILES	M. tuberculosis HTS	Salmonella PhoP GFP	M. tuberculosis	influenza NS1A	VEEV TC-83 Vero	others
O=S(=O)(c1ccccc1)c1nnn2c1nc(NC1CCN(Cc3ccccc3)CC1)c1cc(Cl)ccc12	15.4%	-5.1%	1.8%	-3.1%	2.0%
Cc1nc(CN(C)C(=O)c2ccccc2OC2CCN(S(C)(=O)=O)CC2)cs1	-3.3%	13.9%	13.5%	-3.9%	1.5%
Cn1nnnc1SCc1nc2scc(-c3ccc(Cl)cc3)c2c(=O)[nH]1	3.5%	-18.1%	-6.7%	12.1%	0.7%
Cc1ccc(-n2nnnc2SCC(=O)Nc2ccc3c(c2)OCCO3)cc1C	32.7%	-9.6%	-3.6%	-9.3%	1.7%
COC(=O)C(Cc1c[nH]c2ccccc12)NC(=O)c1ccccc1Br (stereo not drawn)	4.2%	-7.0%	11.2%	0.2%	i
COc1cccc(CN2CCNC(=O)C2CC(=O)NC2CCOCC2)c1OC (stereo not drawn)	-7.2%	-16.0%	-4.4%	-0.1%	1.0%
COC(=O)c1ccc(NC(=O)CCC(=O)c2ccc(F)cc2)cc1	33.4%	-4.5%	31.9%	-5.6%	0.3%
CC1CCCC(C)N1C(=O)C1CC(c2ccc(F)cc2)=NO1 (stereo not drawn)	0.7%	-5.7%	8.3%	18.4%	2.6%
CNC(=S)N1N=C(c2cccs2)CC1c1ccc(F)cc1 (stereo not drawn)	-5.1%	0.1%	-9.6%	-3.0%	i
Oc1ccc(-c2cccc(-c3ccc(O)cc3)n2)cc1	4.3%	-1.5%	12.1%	-33.3%	4.8%
COCCn1c(-c2cccs2)nc2nc3ccccc3nc21	-8.2%	-2.6%	-6.2%	-8.8%	10.8%
CCCCOc1ccccc1-c1cc(C(=O)O)[nH]n1	3.6%	-9.3%	18.3%	-3.2%	3.6%
O=C1CC2CC1C(C(=O)O)C2C(=O)O (stereo not drawn)	.	.	.	-3.0%	0.3%
O=C1NCCc2c1[nH]c1ccccc21	-5.5%	-5.5%	-17.0%	-4.4%	5.7%

(list continues)
SMILES	M. tuberculosis HTS	Salmonella PhoP GFP	M. tuberculosis	influenza NS1A	VEEV TC-83 Vero	others
CC(=O)c1sc(N/N=C\c2ccc(Br)cc2)nc1C	1.1%	11.0%	62.0%	-5.1%	4.2%
COc1ccc(NC(=O)CC2C(=O)N(c3ccc(OC)cc3)C(=O)N2Cc2ccc(OC)c(OC)c2)cc1 (stereo not drawn)	3.0%	-13.1%	-3.8%	-8.7%	7.8%
CCc1ccc(NC(=O)C2CCN(c3ncnc4c3nc3n4CCCCC3)CC2)cc1	-9.0%	3.9%	14.6%	-5.7%	2.9%
CCOC(=O)/C(C(=O)Nc1ccccc1Br)=C1/NC(C)(C)Cc2ccccc21	5.8%	-10.1%	-3.9%	19.4%	1.2%
COc1cccc(C(=O)Nc2cccc3cccnc23)c1OC	-11.6%	-3.5%	36.0%	-7.6%	i
CN(C)Cc1c(C(=O)N/N=C/c2cccc(OCc3c(F)cccc3Cl)c2)nnn1-c1nonc1N	9.4%	-11.3%	-14.1%	1.4%	11.7%
COc1ccc(C)cc1N(CC(=O)N/N=C/c1ccccc1C(=O)O)S(=O)(=O)c1ccccc1	5.4%	2.2%	20.7%	1.5%	0.1%
COc1ccc(CN2CCC(CO)(Cc3ccccc3)CC2)cc1Cn1cccn1	3.9%	1.8%	13.4%	2.4%	i
